Compound activity: PubChem, several laboratories
TRPC4 PAM: positive allosteric modulators of TRPC4, primary screen, cell-based, mouse TRPC4beta, HEK293 mu-opioid, Fluo-4 calcium | Short transient receptor potential channel 4 (Mus musculus), Q9QUQ5 | DAMGO EC20, Fluo-4 Ca2+ flux; active compounds read high | B-score at 10 µM | 310,000 compounds, 0.42% hits;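 active means B-score of calcium response area above 5 SD of library B-scores, with initial fluorescence ratio within 5 SD of library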;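 further: B-score of integrated fluorescence ratio over time as area under calcium response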
aSyn 5UTR inh: MLPCN primary screen, SNCA 5' untranslated region; alpha-synuclein 5'UTR reporter, inhibitor activity; inhibition, % (tested at 7.5 µM); 300,000 compounds, 0.82% hits; in the data active means inhibition above about 60%;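 further: H4 neuroglioblastoma cells stably carrying SNCA 5'UTR luciferase fusion; 0% = DMSO wells and 100% = positive control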
IEC-6 cytotox: cytotoxicity in IEC-6 intestinal epithelial cells, primary screen, cytotoxicity control for KLF5 inhibitor project, cell-based, luminescence. IEC-6 cytotoxicity, luminescence viability. 290,000 compounds, 0.78% hits. inhibition, % at 5 µM; in the data active means inhibition above about 22%;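 further: 0% = plate median of test compound wells and 100% = cytotoxic reference compound wells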
SKKanGAS inh: S. pyogenes SKKanGAS growth inhibitors in kanamycin, primary screen, streptokinase expression inhibitor project, SKKanGAS strain, BacTiter-Glo luminescence | 6 h | 300,000 compounds, 1.3% hits | inhibition, % at 7.5 µM;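 active means mean replicate score, as percent of positive control median, at least 50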;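 further: strain carries kanamycin resistance gene driven by streptokinase promoter and grows in 40 µg/ml kanamycin; loss of luminescence reflects streptokinase promoter inhibition or plain growth inhibition; 0% = median of DMSO wells and 100% = positive control at its reference dose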
KLF5 inh: KLF5 expression inhibitors, primary screen, DLD-1 cells, luminescence; 290,000 compounds, 0.23% hits; DLD-1 KLF5 promoter-luciferase reporter; inhibition, % at 5 µM; AID 1700, 2009;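 active means inhibition above a per-plate limit of that plate's mean compound inhibition plus 3 SD, cut at about 60% in these data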;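 further: 0% = DMSO wells and 100% = LY294002 at 200 µM; higher means less KLF5 promoter-driven luciferase light; inactives centre near -14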
TRPC4 agonist: activators of mouse TRPC4 channel, primary screen, Fluo4 calcium, HEK293 TRPC4beta/mu-opioid cells; Short transient receptor potential channel 4 (Mus musculus), Q9QUQ5; Fluo4 calcium fluorescence; active compounds read high; B-score at 10 µM; 310,000 compounds, 0.49% hits; AID 2237, 2010;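 active means B-score above 5 SD of library B-scores, and initial fluorescence ratio not above library mean plus 5 SD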;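 further: positive B-score marks a calcium rise read as TRPC4 activation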
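Material: TRPC4beta and mu-opioid receptor HEK293 stable cells | Incubation: 45 min room-temperature Fluo4 loading, 110 s read | Detection: Kinetic Fluo4 calcium fluorescence | Measure: Integrated baseline-normalised fluorescence ratio, converted to per-well B score | Benchmarks: Low control buffer alone, high control maximal DAMGO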
MrgX1 antag: antagonists of human MrgX1 receptor, primary screen, HEK293 cells, Fluo-4 calcium flux | Mas-related G-protein coupled receptor member X1 (Homo sapiens), Q96LB2 | BAM8-22 antagonism; active compounds read low | B-score at 10 µM | 310,000 compounds, 1.3% hits | AID 588676, 2011;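 active means calcium-response B-score plate-corrected more than 3 library SD below zero, starting fluorescence within 5 deviations, no agonist response on first addition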;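 further: peak minus trough fluorescence over baseline after final BAM8-22 challenge near maximal dose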
Target sequence (Q96LB2 whole entry, looked up): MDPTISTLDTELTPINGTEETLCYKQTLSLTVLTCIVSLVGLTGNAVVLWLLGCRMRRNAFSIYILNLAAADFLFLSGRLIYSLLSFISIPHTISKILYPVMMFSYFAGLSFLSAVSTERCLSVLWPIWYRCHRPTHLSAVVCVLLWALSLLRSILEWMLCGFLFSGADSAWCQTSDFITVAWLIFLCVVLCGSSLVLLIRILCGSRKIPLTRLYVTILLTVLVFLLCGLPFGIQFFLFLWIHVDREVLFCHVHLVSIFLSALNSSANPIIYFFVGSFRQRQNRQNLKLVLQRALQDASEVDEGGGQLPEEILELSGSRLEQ
TRPC4 inh: inhibitors of mouse TRPC4 channel, primary screen, Fluo4 calcium, HEK293 TRPC4beta/mu-opioid cells; Short transient receptor potential channel 4 (Mus musculus), Q9QUQ5; DAMGO-evoked Fluo4 calcium flux; active compounds read low; B-score at 10 µM; 300,000 compounds, 0.39% hits;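 active means B-score over 3 SD under the library average, no early fluorescence shift, positive overall ratio signal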
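Material: HEK293 cells with stable TRPC4beta plus mu-opioid receptor expression; probe or stimulus: DAMGO in two steps, submaximal then maximal; technique: Fluo4 calcium fluorescence by kinetic imaging, 5 s 1 Hz baseline; measure: integrated fluorescence ratio relative to baseline, converted to per-well B score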
HIF act: HIF pathway transcriptional activators, primary screen, cell-based, U2OS HRE-luciferase, luminescence. AID 1910, 2009. activation, % at 7.5 µM (by protocol). U2OS HRE-luciferase reporter; normalized: DMSO 0%, desferrioxamine 100%. 300,000 compounds, 0.32% hits;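 active means mean activation of at least 10% of the iron chelator positive control signal, with at least half of replicates also reaching 10%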
TRPC6 inhibitor: mouse TRPC6 channel inhibitors, primary screen, cell-based, HEK293, membrane potential dye; 310,000 compounds, 1.1% hits; Short transient receptor potential channel 6 (Mus musculus), Q61143; B-score at 10 µM; ACh-evoked depolarization; active compounds read low;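 active means B-score under library mean minus 3 SD, initial fluorescence not abnormally high, positive integrated signal ratio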;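 further: B-score derived from integrated fluorescence ratio over the kinetic read; more negative B-score means stronger inhibition of depolarization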
TRPC6 act: mouse TRPC6 channel activators, primary screen, cell-based, HEK293, membrane potential dye | Short transient receptor potential channel 6 (Mus musculus), Q61143 | B-score at 10 µM | HEK293-TRPC6 membrane potential dye fluorescence; active compounds read high | 310,000 compounds, 0.13% hits;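 active means B-score of the integrated fluorescence ratio above library mean plus 3 SD, and starting fluorescence ratio within library mean plus 5 SD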;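 further: higher score means more depolarization so channel activation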
* hit, by the source's call; i = inactive; nt = not tested or not shown. Rows are unselected; 5.8% or so of the library scored in one or more.

canonical_smiles,TRPC4 PAM,aSyn 5UTR inh,IEC-6 cytotox,SKKanGAS inh,KLF5 inh,TRPC4 agonist,MrgX1 antag,TRPC4 inh,HIF act,TRPC6 inhibitor,TRPC6 act
O=C(C1CCC(=O)N(C2CCCC2)C1)N1CCN(Cc2cccc(F)c2)CC1 (stereo not drawn),i,-4,4,2,8,i,i,i,-0.6,i,i
CCC(C)NC(=O)c1cc2c(=O)[nH]c3ccc(C)cc3c2s1 (stereo not drawn),i,-12,2,2,-40,i,i,i,-1.7,i,i
O=[N+]([O-])c1ccc(COP(=O)(O)OCc2ccc([N+](=O)[O-])cc2)cc1,i,8,nt,-4,nt,i,i,i,1.9,i,i
N=C1/C(=C\c2ccc(SCc3ccco3)o2)C(=O)N=C2SC=NN12,i,9,-23,11,-25,i,i,i,0.2,i,i
Cn1ccc(-c2ccccc2)n1,i,-29,-1,9,-41,i,i,i,0.3,i,i
CC(NC1CCCC1)C(=O)Nc1ccccc1-c1ccccc1 (stereo not drawn),i,7,2,-8,3,i,i,i,0.4,i,i
COc1ccc(C2=NOC(C(=O)Nc3c(C)n(C)n(-c4ccccc4)c3=O)C2)cc1OC (stereo not drawn),i,0,-10,-6,-3,i,i,i,-0.3,i,i
O=C(COc1ccccc1)Nc1ccc(Cl)cc1Cl,i,-154,4,-7,-70,i,i,i,3.6,i,i
CCOC(=O)CN1C(=O)C(O)(CC(=O)c2cccc(OC)c2)c2ccccc21 (stereo not drawn),i,-24,10,-3,-10,i,i,i,0.0,i,i
CCOC(=O)c1ccc(C(=O)OCC)nc1,i,-4,-5,-8,1,i,i,i,1.8,i,i
COC(=O)CN(c1ccc2c(c1)OCO2)S(=O)(=O)c1c(C)[nH]c(=O)[nH]c1=O,i,2,5,4,-16,i,i,i,-0.2,i,i
Fc1ccc(-c2nc3ccccc3[nH]2)cc1,i,-96,4,5,-117,i,i,i,1.3,i,i
COc1ccc(/C=N/Nc2nc(-c3ccc(C)cc3)c(NC(C)=O)s2)cc1,i,-21,3,22,-13,i,i,i,1.3,i,i
CS(=O)(=O)N1CCC(NC(=O)Cc2ccccc2)CC1,i,-22,-3,0,-32,i,i,i,-0.2,i,i
COc1cc(C(=O)NCCOc2ccc(C)c(C)c2)cc(OC)c1OC,i,-2,3,-3,-14,i,i,i,-16,i,i
CC(C)Oc1ccc(C2CC(=O)N(c3ccc(N(C)C)cc3)C2=O)cc1 (stereo not drawn),i,10,-1,4,-4,i,i,i,-0.4,i,i
CCCCCC1CCC(C(=O)O)CC1 (stereo not drawn),i,8,2,-2,-29,i,i,i,-0.3,i,i
Cc1ccc2[nH]c(=O)c3cc(C(=O)N(CCCOC(C)C)Cc4ccco4)sc3c2c1,i,-7,3,17,-17,i,i,i,-0.2,i,i
NC(=O)c1ccccc1OCC(=O)NS(=O)(=O)c1ccc(Cl)cc1,i,7,-7,2,-27,i,i,i,-0.2,i,i
N#CCCN(C(=O)CSc1ccc2c(c1)OCCO2)c1ccc(F)cc1,i,-2,-4,-1,-33,i,i,i,0.1,i,i
Cc1cccc(N2C(=O)C(O)=C(C(=O)c3cccs3)C2c2ccccc2)n1 (stereo not drawn),i,-22,2,5,-19,i,i,i,1.3,i,i
Cc1ccc2nc(-c3ccc(NC(=S)NC(=O)C(C)C)cc3)sc2c1,i,-208,-2,-1,-67,i,i,i,2.4,i,i
C=CCC1(CC=C)CCCN1C(=O)CC1C(=O)NCCN1Cc1cc(OC)cc(OC)c1 (stereo not drawn),i,-28,-1,-1,6,i,i,i,-0.4,i,i
COc1ccc(OCC(O)CN2CCN(Cc3ccc4c(c3)OCO4)CC2)cc1 (stereo not drawn),i,-1,2,-6,-4,i,i,i,0.7,i,i
O=C(Cn1c(=O)sc2ccccc21)Nc1ccc(S(=O)(=O)N2CCCC2)cc1,i,28,5,-5,-2,i,i,i,-0.6,i,i
Oc1cccc(Nc2nc(NCC3CCCO3)c3ccccc3n2)c1 (stereo not drawn),i,-25,1,10,-8,i,i,i,-0.5,i,i
CCNS(=O)(=O)c1ccc(CCC(=O)Nc2cc(Cl)ccc2Oc2ccccc2)cc1,i,9,-1,7,2,i,i,i,-0.2,i,i
C=CC[n+]1c(-c2ccc(Cl)cc2Cl)csc1Nc1ccc(NC(C)=O)cc1,i,94*,6,9,11,i,i,i,-1.1,i,i
COc1ccc(NC(=O)[C@@H](NC(N)=O)C(C)C)cc1Cl,i,-33,-5,-2,1,i,i,i,0.5,i,i
Cc1ccc(-c2cc(O)cc3sc(=O)oc23)cc1C,i,-38,-1,1,-15,i,i,i,0.1,i,i
O=C(N/N=C/c1ccc([N+](=O)[O-])cc1)C(=O)N1CCCC1,i,-4,0,nt,-30,i,i,i,0.6,i,i
COc1ccccc1C(=O)N1CCC(C(=O)c2ccc(F)cc2)CC1,i,13,3,-10,7,i,i,i,-0.1,i,i
Cc1nc(SCC(=O)Nc2c(C)n(C)n(-c3ccccc3)c2=O)n[nH]1,i,4,-5,-3,2,i,i,i,-0.1,i,i
Cc1cccc(NC(=O)c2sc(-c3ccccc3)nc2-c2ccc([N+](=O)[O-])cc2)c1,i,0,-10,21,3,i,i,i,-0.3,i,i
CCc1ccccc1NC(=S)N1N=CCC1c1ccccc1 (stereo not drawn),i,-71,-9,3,-27,i,i,i,0.1,i,i
CCc1nnc(NC(=O)c2nc(S(=O)(=O)Cc3ccccc3)ncc2Cl)s1,i,-24,34*,0,9,i,i,i,-0.4,i,i
Cc1c(C=O)c2ccccc2n1CC(=O)N1CCc2ccccc2C1,i,-4,-4,-1,20,i,i,i,-0.3,i,i
Cc1ccccc1N1CCN(c2ncnc3c2cnn3Cc2ccc(Cl)cc2)CC1,i,47,4,23,16,i,i,i,-0.4,i,i
Nc1ccc(-c2nc3nc(N)nc(N)c3nc2-c2ccc(N)cc2)cc1,i,0,2,62*,-27,i,i,i,-0.7,i,i
O=C(COC(=O)CNC(=O)C1CCCCC1)Nc1ccc(Cl)cc1F,i,2,2,-2,-14,i,i,i,-0.4,i,i
O=C(Nc1cccc2c1[nH]c1ccccc12)C(F)(F)F,i,-1,-2,-1,10,i,i,i,-0.5,i,i
O=C(NCc1ccco1)c1cc(=O)c2ccccc2o1,i,-26,9,9,-23,i,i,i,-0.2,i,i
CCCN1CCN(CCCNC(=O)c2ccc(CS(=O)c3ccc(OC)cc3)o2)CC1 (stereo not drawn),i,1,5,2,-6,i,i,i,0.2,i,i
CN(CC(=O)Nc1cccc(F)c1)C(=O)c1ccccc1OCC(=O)Nc1cccc(C(F)(F)F)c1,i,5,nt,1,nt,i,i,i,-0.4,i,i
CCc1cc2c(=O)c(-c3ccc(F)cc3)c(C)oc2cc1OCC(=O)O,i,8,-4,1,-9,i,i,i,0.4,i,i
CC1(C)Cc2ccccc2-c2nnc(SCc3ccccc3)n21,i,-60,-2,-5,-57,i,i,i,1.1,i,i
CC(=O)c1ccc(NC(=O)COC(=O)c2c3c(nc4ccccc24)/C(=C\c2cccs2)CCC3)cc1,i,13,-6,22,-19,i,i,i,0.9,i,i
CCOC(=O)c1cnc2ccc(F)cc2c1Nc1ccc2c(c1)OCCO2,i,7,0,-23,-27,i,i,i,-0.3,i,i
COc1ccc(CO[C@@H]2O[C@H](CO)[C@@H](O)[C@H](O)[C@H]2NC(C)=O)cc1OC,i,8,0,3,-8,i,i,i,-0.3,i,i
CC1CCN(C(=O)CNC(=O)c2ccc(Cl)cc2Cl)CC1,i,-81,0,1,-38,i,i,i,-14,i,i
Clc1ccc(-n2nnnc2-c2cnc(-c3ccncc3)nc2-c2cccs2)cc1,i,30,0,8,4,i,i,i,-0.7,i,i
O=C(Nc1ccncc1)c1ccccc1[N+](=O)[O-],i,-7,-7,6,-36,i,i,i,-0.1,i,i
CCC(Oc1ccc(C)cc1)C(=O)Nc1ccc(S(=O)(=O)Nc2nccs2)cc1 (stereo not drawn),i,15,-8,6,-9,i,i,i,-1.3,i,i
O=C(Nc1cc(C(F)(F)F)ccc1N1CCOCC1)C1=NN(c2ccccc2)C(=O)CC1,i,-4,3,6,6,i,i,i,-0.2,i,i
CCn1c(COc2ccccc2)nnc1SCC(=O)c1cccc([N+](=O)[O-])c1,i,20,3,5,-12,i,i,i,-0.6,i,i
Cn1c(=O)c2c(nc(Cc3ccc(N)cc3)n2C)n(C)c1=O,i,-7,7,-5,-9,i,i,i,-7.9,i,i

Other records:
canonical_smiles,TRPC4 PAM,aSyn 5UTR inh,IEC-6 cytotox,SKKanGAS inh,KLF5 inh,TRPC4 agonist,MrgX1 antag,TRPC4 inh,HIF act,TRPC6 inhibitor,TRPC6 act
C/C(=N\Nc1ccccn1)c1ccc(S(=O)(=O)NCc2ccco2)cc1,i,-38,6,-2,-4,i,i,i,0.3,i,i
COC(=O)CN1C(=O)C(O)(CC(=O)c2ccc(C)cc2)c2cc(Br)ccc21 (stereo not drawn),i,-3,2,-1,9,i,i,i,nt,i,i
CCC(Sc1ncccc1Nc1ccccn1)C(=O)O (stereo not drawn),i,nt,nt,0,nt,i,i,i,nt,i,i
O=C(CSc1nnc(-c2ccco2)n1Cc1ccccc1)NC(=O)NCc1ccccc1,i,29,3,5,-26,i,i,i,-6.9,i,i
O=C(CCN1CCCCC1)Nc1cccc(Br)c1,i,-8,3,1,-52,i,i,i,1.1,i,i
O=C(CSc1nc2c(c(=O)n1-c1ccc(Cl)cc1)SCC2)NCc1ccco1,i,25,-2,-5,-5,i,i,i,0.5,i,i
CCOC(=O)N1CCN(C(=O)CCCCCn2c(=S)[nH]c3ccsc3c2=O)CC1,i,10,-20,2,-29,i,i,i,-0.4,i,i
